Compound activity as filed in PubChem.
Casp7 inh: blocks human caspase-7 allosterically or competitively; P55210; recombinant caspase-7, Ac-DEVD-AFC fluorescence rate; Potency, µM (series often up to 57.5 µM), for inactives: at the top dose activity change, negative = inhibition, hits mostly inhibitors; 75,000 compounds, 0.02% hits; active means well fitted inhibition curve with a large enough effect in the main read-out, with a control signal flat, not every such curve was filed as active; inconclusive means small, poorly fitted or top-dose-only effect, or a change in a side signal; further: potency means the concentration at half of the fitted maximal effect; % of control where 0% means no effect
ALOX15 inhib: blocks human 15-lipoxygenase activity | purified 15hLO-1, xylenol orange hydroperoxide absorbance | Potency, µM (titrated, usually from 57.1 µM), without a hit: at the highest dose activity change, negative = inhibition, hits mostly inhibitors | 74,000 compounds, 1.4% hits; further: potency means the concentration at half of the fitted maximal effect; on the % scale 0 is the no-effect control and ±100 the full control effect; nearly all actives have a fitted effect of over 55% in size
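Hydroperoxide formed from arachidonic acid (50 uM) by purified human 15hLO-1 (40 nM) oxidizes ferrous iron, and the ferric-xylenol orange complex is read at 573 versus 405 nm. Compounds were preincubated 15 min; reaction ran 6 min at room temperature.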
BRCT PPI red: inhibitors of human BRCA1 BRCT-phosphoprotein interaction (red fluorophore) | BRCT-phosphopeptide binding, red fluorescence polarization | 75,000 compounds, 0.03% hits | Potency, µM (doses to about 76.9 µM), without a hit: top-dose activity change, negative = inhibition, most hits filed as inhibitors; further: on the % scale 0 is the no-effect control and ±100 the full control effect
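Rhodamine-labelled pBACH1 10-mer (100 nM) bound to BRCT domain (100 nM) at pH 7.3; compounds incubated 12 min room temperature, polarization read. Free peptide defines full inhibition; unlabelled decapeptide titrated as control.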
Tau filament bind: binds recombinant human tau filaments; P10636; recombinant tau filaments, thioflavin S fluorescence, 15 h; filaments grown with octadecylsulfate alongside compound; Potency, µM (titrated, usually from 57.1 µM), for the others: at the highest dose activity change, negative = inhibition; 71,000 compounds, 2% hits;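 further: potency means the concentration at half of the fitted maximal effect; on the % scale 0 is the no-effect control and ±100 the full control effect; actives lower thioflavin S fluorescence by blocking filaments or displacing dye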
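Thioflavine S fluorescence (ex 450, em 510 nm) reports filaments formed from 1 uM human tau plus 30 uM ODS over 15 h at 37 C (10 mM HEPES pH 7.4, 100 mM NaCl, 5 mM DTT); compounds displacing dye or blocking filaments lower signal.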
Rhodamine autofl: compound fluoresces in the rhodamine spectral region. max dye-equivalent concentration, M. Rhodamine-region fluorescence, 547/598 nm, Tris buffer; active compounds read high. 59,000 compounds, 0.05% hits. AID 594; in the data active means max dye-equivalent concentration above about 11 nM; inconclusive means between about 1.1 nM and that limit
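Intensities are converted to rhodamine-equivalent concentration using a six-point rhodamine standard on each plate. Compounds sit 15 min at room temperature in 100 mM Tris buffer, pH 8.0; read uses the 547/598 nm excitation/emission pair.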
Casp1 inh: allosteric or competitive inhibitors of human caspase-1; AID 900; Caspase-1 enzyme, Ac-WEHD-AFC fluorogenic rate; 75,000 compounds, 0.03% hits; Potency, µM (top dose mostly 57.5 µM), inactives show top-dose activity change, negative = inhibition, usual class: inhibitors;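 further: potency means the concentration at half of the fitted maximal effect; plate controls were vehicle for no effect and no substrate for full effect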
Target sequence (P29466 120-297 limits assumed): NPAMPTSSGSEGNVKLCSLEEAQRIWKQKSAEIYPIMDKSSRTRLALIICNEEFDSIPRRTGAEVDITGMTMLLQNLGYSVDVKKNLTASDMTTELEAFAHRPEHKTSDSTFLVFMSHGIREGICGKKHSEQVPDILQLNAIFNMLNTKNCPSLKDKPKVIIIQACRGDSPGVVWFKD
Target sequence (P29466 317-404 limits assumed): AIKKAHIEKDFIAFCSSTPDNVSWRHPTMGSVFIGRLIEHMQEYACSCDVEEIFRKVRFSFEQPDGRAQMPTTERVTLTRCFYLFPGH
USP2a inh: inhibitors of human ubiquitin-specific protease USP2a. USP2a enzymatic assay, qHTS inhibition. Potency, µM (top dose mostly 38.3 µM), without a hit: top-dose activity change, negative = inhibition, most hits filed as inhibitors. 60,000 compounds, 0.1% hits;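 further: potency means the concentration at half of the fitted maximal effect; nearly all actives have a fitted effect of over 60% in size; plate controls were DMSO for no effect and NEM full inhibition control for full effect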
Target sequence (O75604 whole entry, looked up): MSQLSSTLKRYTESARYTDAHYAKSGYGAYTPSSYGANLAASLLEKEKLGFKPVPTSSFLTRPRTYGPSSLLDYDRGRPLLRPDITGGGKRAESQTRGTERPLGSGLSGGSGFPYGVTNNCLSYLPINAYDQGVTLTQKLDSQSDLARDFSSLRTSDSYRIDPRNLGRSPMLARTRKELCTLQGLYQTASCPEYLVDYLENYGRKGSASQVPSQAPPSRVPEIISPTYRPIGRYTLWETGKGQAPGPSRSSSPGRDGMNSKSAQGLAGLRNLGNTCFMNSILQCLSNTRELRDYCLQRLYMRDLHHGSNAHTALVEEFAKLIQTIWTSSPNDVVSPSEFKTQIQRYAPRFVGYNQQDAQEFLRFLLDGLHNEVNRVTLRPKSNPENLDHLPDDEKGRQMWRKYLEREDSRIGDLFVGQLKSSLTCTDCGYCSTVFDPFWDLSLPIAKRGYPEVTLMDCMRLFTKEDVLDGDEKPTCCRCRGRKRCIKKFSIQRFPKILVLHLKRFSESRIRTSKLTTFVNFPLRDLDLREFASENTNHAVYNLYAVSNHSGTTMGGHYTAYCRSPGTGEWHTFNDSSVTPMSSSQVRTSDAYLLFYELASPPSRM
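Inhibition is measured in a cell-free coupled assay with 20 nM USP2 core, 20 nM Ub-PLA2 and 20 uM NBD C6-HPC, 2.5 h incubation. Activity normalized to NEM control.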
Pol III holo inh: inhibitors of bacterial DNA polymerase III holoenzyme. 71,000 compounds, 0.25% hits. reconstituted DNA polymerase III holoenzyme replication, biochemical. AID 603. Potency, µM (series often up to 57.1 µM), for inactives: top-dose activity change, negative = inhibition; further: potency means the concentration at half of the fitted maximal effect; on the % scale 0 is the no-effect control and ±100 the full control effect
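Reconstituted *E. coli* holoenzyme (0.35 nM Pol III, 1 nM beta, 154 nM SSB, 2 nM primase) was preincubated with compound for 15 min at RT. Synthesis on 1.4 nM ssM13Gori ran 35 min, then was stopped with PicoGreen/EDTA and read as dsDNA fluorescence.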
HEK293 cAMP ctrl: raises cAMP in parental HEK293 cells, TSHR agonist counter-screen; AID 938; 73,000 compounds, 2.5% hits; Potency, µM (doses to about 57.1 µM), inactives show at the highest dose activation, most hits filed as activators; parental HEK293 CNG cAMP sensor, membrane potential fluorescence; further: potency means the concentration at half of the fitted maximal effect; % of control where 0% means no effect; nearly all actives have a fitted effect of over 55% in size
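Parental HEK 293 cells stably expressing a modified CNG channel (no TSHR) report cAMP rise as membrane depolarization. Membrane potential dye with 100 uM RO 20-1724 was loaded for 60 min at room temperature, then compound added for 30 min; fluorescence read at 590 nm.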
BRCT PPI green: blocks human BRCA1 BRCT binding to phosphopeptide, green readout; BRCA1 BRCT-phosphopeptide binding, green fluorescence polarization; Potency, µM (top dose mostly 76.9 µM), for inactives: at the highest dose activity change, negative = inhibition, usual class: inhibitors; 75,000 compounds, 0.05% hits;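 further: potency means the concentration at half of the fitted maximal effect; plate controls were peptide without protein for full effect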
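Compounds were incubated for 12 min at room temperature with a complex of 100 nM fluorescein-tagged pBACH1 decapeptide and 250 nM His-tagged BRCT protein. Buffer was phosphate pH 7.3 with EDTA, DTT and Tween 20. Disruption of binding lowers the polarization signal.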
HADH2 inh: inhibitors of human HADH2 dehydrogenase | Q99714 | recombinant HADH2, NADH fluorescence, beta-hydroxybutyryl-CoA | Potency, µM (highest dose often 57.1 µM), for the others: at the top dose activity change, negative = inhibition, usual class: inhibitors | 73,000 compounds, 3.4% hits | AID 886; further: potency means the concentration at half of the fitted maximal effect; on the % scale 0 is the no-effect control and ±100 the full control effect; nearly all actives have a fitted effect of over 60% in size; many of its hits are not listed in these tables
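E. coli-expressed His-tagged HADH2 tested at 20 nM in alkaline Tris buffer (pH 9.0); oxidation of 90 uM beta-hydroxybutyryl-CoA with 1 mM NAD+ tracked fluorimetrically for 4 min.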
The depositor's hits bear a star; i = inactive; ? = inconclusive; nt = not tested or not shown; [ ] = another dose, or the depositor's remark. Unless noted, the call rests on the fitted dose curve; in most records, active means well fitted curve in the direction sought with a large enough effect; inconclusive means small, poorly fitted or top-dose-only effect, or another doubt; inactive means no such curve, though single readings can be large; an effect the other way counts as inactive or inconclusive. These rows are one share of the data (hit frequency here may not be typical).

SMILES	Casp7 inh	ALOX15 inhib	BRCT PPI red	Tau filament bind	Rhodamine autofl	Casp1 inh	USP2a inh	Pol III holo inh	HEK293 cAMP ctrl	BRCT PPI green	HADH2 inh
COc1ccc(NS(=O)(=O)c2ccc(OC)c3ccccc23)cn1	2%	-7%	0.6%	-2%	i	-2%	4%	7%	?	1.0%	0%
O=c1c2ccccc2nc(-c2cccc(Cl)c2)n1O	4%	-8%	0.1%	8%	i	-5%	1%	0%	6%	-0.4%	4%
C=CCN1C(=O)N(/C=C/C)c2cccc3cccc1c23	-6%	-19%	-0.4%	-14%	i	-6%	-14%	-4%	?	0.5%	-5%
COCCCn1c(CCC(=O)O)ccc1-c1ccc(F)cc1	-1%	16µM*	-2.3%	-6%	i	1%	-15%	-13%	11%	8.2%	?
CC(=O)c1cc(C#N)c(SCC(=O)OC(C)C)nc1C	-3%	12%	0.3%	-21%	i	1%	4%	-3%	8%	-1.1%	-6%
COc1cc(OC)cc(-c2nnc(SCC(=O)N3CCCCC3)o2)c1	0%	2%	-0.7%	39%	nt	-2%	nt	-2%	8%	-2.6%	5%
COc1ccc(-c2cc(C(F)(F)F)n3nc(C)cc3n2)cc1	-16%	2%	-1.1%	-9%	nt	-12%	nt	-3%	0%	-0.7%	-6%
Cc1ccc(N(CC(N)=O)C2SC(=O)NC2=O)cc1 (stereo not drawn)	1%	5%	0.6%	-1%	i	0%	3%	-5%	1%	-2.3%	3%
O=C(CN1CCN(Cc2ccccc2)CC1)NC(=O)NCc1ccco1	0%	15%	-2.5%	2%	i	1%	5%	-4%	1%	0.6%	10%
CCOCC(O)CS(=O)Cc1ccccc1 (stereo not drawn)	0%	-1%[11.4 µM]	0.4%	11%[11.4 µM]	nt	0%	2%[7.66 µM]	-1%[11.4 µM]	?	-0.4%	11%[11.4 µM]

In a second layout: results already given
SMILES,Casp7 inh,ALOX15 inhib,BRCT PPI red,Tau filament bind,Rhodamine autofl,Casp1 inh,USP2a inh,Pol III holo inh,HEK293 cAMP ctrl,BRCT PPI green,HADH2 inh
COc1cc(OC)cc(-c2nnc(SCC(=O)N3CCCCC3)o2)c1,0%,2%,-0.7%,39%,nt,-2%,nt,-2%,8%,-2.6%,5%
COc1ccc(-c2cc(C(F)(F)F)n3nc(C)cc3n2)cc1,-16%,2%,-1.1%,-9%,nt,-12%,nt,-3%,0%,-0.7%,-6%

(list continues)
SMILES	Casp7 inh	ALOX15 inhib	BRCT PPI red	Tau filament bind	Rhodamine autofl	Casp1 inh	USP2a inh	Pol III holo inh	HEK293 cAMP ctrl	BRCT PPI green	HADH2 inh
COc1ccc(C(c2sc3nc(C)nn3c2O)N2CCC(O)CC2)cc1OC (stereo not drawn)	2%	-2%	-1.5%	-6%	nt	1%	nt	-7%	6%	0.8%	-24%
COc1ccc(-c2ccc(-c3noc(-c4ccc(OC)c(OC)c4)n3)c(OC)n2)cc1	-9%	2%	-0.6%	371%	i	-6%	22%	-1%	5%	3.4%	27%
O=c1cc(CN2CCC3(CC2)OCCO3)c2c(ccc3ccccc32)o1	-2%	6%	-0.1%	-7%	i	-1%	14%	3%	?	1.7%	-4%
Cc1c(O)c(=O)ccn1Cc1ccccc1	-1%[11.5 µM]	1%[11.4 µM]	0.3%[15.4 µM]	nt	nt	-1%[11.5 µM]	nt	nt	14%[11.4 µM]	-7.3%[15.4 µM]	-9%[11.4 µM]
c1ccc(Cc2nnc3sc(-c4ccncc4)nn23)cc1	-2%	-5%	-2.1%	0%	i	-4%	-4%	-11%	5%	-2.4%	-17%
COC(=O)C1=C(C)OC(N)=C(C#N)C1C1CCCCC1 (stereo not drawn)	1%	-13%	-1.7%	2%	i	-1%	-11%	-2%	25%	-3.2%	-2%
COc1ccc(OCc2cccc(C(=O)O)c2)cc1	2%	12%	-1.3%	6%	i	1%	-5%	-1%	6%	-1.5%	-7%
CCSc1nnc(NC(=O)CSc2ncccn2)s1	-3%	0%	-0.3%	19%	nt	-3%	-4%	-2%	?	-1.0%	3%
CSc1nc2c(c(=O)n1Cc1ccccc1)SC(C)C2 (stereo not drawn)	0%	-9%	-5.0%	18%	i	-2%	1%	0%	26%	-1.4%	-10%
COc1ccc(Cl)cc1C(=O)CSc1nnnn1C1CCCC1	-27%	-16%	-2.0%	16%	i	?	-1%	1%	27%	1.0%	-10%
O=C(Nc1ccc(N2CCN(C(=O)c3ccccc3)CC2)c(Cl)c1)c1ccco1	-6%	-23%	0.1%	10%	nt	-2%	51%[activator]	4%	13%	2.8%	-3%
CCOc1ccccc1N(CC(=O)Nc1ccccc1C(=O)OC)S(C)(=O)=O	0%	3%[11.4 µM]	1.2%	22%[11.4 µM]	nt	-1%	-2%[7.66 µM]	-8%[11.4 µM]	1%[11.4 µM]	-1.5%	0%[11.4 µM]
COc1ccc(N(CC(=O)Nc2cccc(N(C)S(C)(=O)=O)c2)S(C)(=O)=O)cc1OC	0%	0%	1.5%	0%	i	-2%	-1%	-3%	5%	-1.5%	1%
CCN(CC)C(=O)CSc1nc2ccccc2c(=O)n1OC	-1%	-2%	-0.3%	-4%	i	-1%	9%	0%	17%	-0.1%	7%
COC(=O)N1CCC2(CC1)CCN(C(c1ccccc1)c1ccccc1)CC2	1%	3%	-0.7%	12%	i	-3%	-10%	-2%	4%	0.5%	4%
CCOC(=O)OCC1OC(C#Cc2ccc(C(C)(C)C)cc2)C=CC1OC(=O)OCC (stereo not drawn)	-3%[11.5 µM]	-1%[11.4 µM]	-1.2%[15.4 µM]	nt	nt	-1%[11.5 µM]	nt	nt	-2%[11.4 µM]	1.3%[15.4 µM]	-2%[11.4 µM]
CNC(=O)C1C2C=CC3(O2)C1C(=O)N(C1CC1)C3C(=O)NCc1ccc(OC)cc1 (stereo not drawn)	0%	10%	-0.7%	-5%	i	-1%	-5%	-3%	0%	-2.8%	16%
O=C(CN1C(=O)c2ccccc2S1(=O)=O)NCc1ccccc1Cl	-3%	6%	-2.2%	6%	nt	-5%	nt	-8%	-2%	1.0%	3%
Cc1ccc(-c2nnc(SCC(=O)O)n2N)cc1	0%	-4%	-2.3%	-2%	i	-1%	-14%	-1%	0%	-0.3%	-5%
Cn1c(CSc2nnc(SCc3ccccc3)s2)nc2ccccc21	-5%	21%	-0.4%	14%	i	-8%	-5%	-4%	?	-0.6%	4%
CCN(CC)CCCCOc1ccccc1OC	1%	-11%	-0.1%	-9%	nt	-3%	6%	-1%	10%	-2.0%	4%
CCOc1ccc(-c2nc(C#N)c(N3CCOCC3)o2)cc1	-2%	-6%	-1.0%	16%	nt	-3%	nt	0%	14%	-6.9%	?
CCOC(=O)C1C(=O)Oc2ccc3ccccc3c2C1C1CCOC1=O (stereo not drawn)	-1%	-5%	0.3%	5%	nt	-2%	nt	-4%	?	-0.6%	-2%
CC(C)c1c(O)nc(SCc2ccccc2)[nH]c1=O	4%	2%	-0.8%	-7%	i	-1%	-18%	-6%	5%	3.2%	-17%
CCCNC(=O)c1cccc(COCC(F)(F)C(F)F)c1	0%	6%	-0.5%	-4%	i	-1%	2%	1%	4%	-0.8%	10%
Cc1c(C#N)sc2nc(-c3ccccc3)nc(N3CCCC3)c12	-1%	2%[11.4 µM]	0.4%	29%[11.4 µM]	nt	-2%	-4%[7.66 µM]	0%[11.4 µM]	2%[11.4 µM]	-0.3%	-16%[11.4 µM]

Compound profiles (already shown).
COc1ccc(NS(=O)(=O)c2ccc(OC)c3ccccc23)cn1 in the list: Casp7 inh = 2%; ALOX15 inhib = -7%; BRCT PPI red = 0.6%; Tau filament bind = -2%; Rhodamine autofl = i; Casp1 inh = -2%; USP2a inh = 4%; Pol III holo inh = 7%; HEK293 cAMP ctrl = ?; BRCT PPI green = 1.0%; HADH2 inh = 0%
COc1ccc(C(c2sc3nc(C)nn3c2O)N2CCC(O)CC2)cc1OC (stereo not drawn) in the list: Casp7 inh = 2%; ALOX15 inhib = -2%; BRCT PPI red = -1.5%; Tau filament bind = -6%; Rhodamine autofl = nt; Casp1 inh = 1%; USP2a inh = nt; Pol III holo inh = -7%; HEK293 cAMP ctrl = 6%; BRCT PPI green = 0.8%; HADH2 inh = -24%
